# M1 ag = agonists of human M1 muscarinic receptor | AID 588814 | activation, % at 3 µM | CHO-K1 hM1, Fluo-8 calcium fluorescence, agonist mode; 0% DMSO, 100% acetylcholine EC100 | P11229 | 0.33% of 360,000 active;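 active = activation above the run's mean compound activation plus 3 SD, cut at about 16% in these data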;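 note: peak over basal fluorescence ratio within a 140 s kinetic read after compound addition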
# Target sequence (P11229 whole entry, looked up): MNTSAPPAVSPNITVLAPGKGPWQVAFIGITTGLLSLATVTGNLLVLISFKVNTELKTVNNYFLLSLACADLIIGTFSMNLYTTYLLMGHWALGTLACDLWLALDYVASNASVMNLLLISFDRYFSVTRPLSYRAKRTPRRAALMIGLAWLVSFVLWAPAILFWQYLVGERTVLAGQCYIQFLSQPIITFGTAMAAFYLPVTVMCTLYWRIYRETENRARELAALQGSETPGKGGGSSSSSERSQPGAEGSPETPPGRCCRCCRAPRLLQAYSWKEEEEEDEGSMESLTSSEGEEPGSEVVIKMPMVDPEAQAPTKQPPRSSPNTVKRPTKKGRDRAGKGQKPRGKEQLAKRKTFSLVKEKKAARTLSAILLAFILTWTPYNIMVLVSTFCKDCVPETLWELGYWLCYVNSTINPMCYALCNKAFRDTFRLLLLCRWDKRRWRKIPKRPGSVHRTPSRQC
# V1aR counter = counter-screen for oxytocin receptor agonists: human V1a receptor agonists; P37288; CHO-V1R cells, Fluo-8 calcium fluorescence, agonist mode; 0% DMSO, 100% 3 nM vasopressin; activation, % at 3 µM; 0.25% of 320,000 active; AID 2797;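 active = activation above the mean activation of all tested compounds plus 3 SD, per screening run, cut at about 20% in these data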;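 note: signal is peak over basal fluorescence ratio across a 100 second FLIPR read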
# Target sequence (P37288 whole entry, looked up): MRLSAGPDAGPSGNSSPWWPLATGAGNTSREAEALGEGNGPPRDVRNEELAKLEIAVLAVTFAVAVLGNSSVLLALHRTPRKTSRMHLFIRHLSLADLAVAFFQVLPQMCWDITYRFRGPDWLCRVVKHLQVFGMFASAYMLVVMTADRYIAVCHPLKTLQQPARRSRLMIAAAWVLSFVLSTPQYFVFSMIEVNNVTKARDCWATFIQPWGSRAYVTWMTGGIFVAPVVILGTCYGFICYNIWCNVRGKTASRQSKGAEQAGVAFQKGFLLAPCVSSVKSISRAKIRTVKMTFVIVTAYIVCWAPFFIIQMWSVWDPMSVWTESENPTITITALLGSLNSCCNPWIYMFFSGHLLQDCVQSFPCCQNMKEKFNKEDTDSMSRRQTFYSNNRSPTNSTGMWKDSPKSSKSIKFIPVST
# TAAR1 antag = antagonists of human TAAR1. CHO RD-HGA16 TAAR1, Fluo-8 calcium fluorescence, antagonist. inhibition, % at 3 µM. 1.5% of 360,000 active;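 active = inhibition above a per-plate cutoff, the mean inhibition of test compounds on that plate plus 3 SD, cut at about 49% in these data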;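 note: 0% = DMSO plus EC80 beta-PEA response and 100% = DMSO alone without agonist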
#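 test system = CHO RD-HGA16 cells bearing hTAAR1 | replication = singlicate | controls = DMSO-only wells and EC80 β-PEA-stimulated wells | reagent = EC80 β-phenethylamine stimulus | read-out basis = percent inhibition of PEA-evoked calcium signal, max/basal emission ratio | schedule = seeding 17-24 h prior, 75-min 37 °C, 30-min RT dye loading | signal = kinetic Fluo-8 calcium fluorescence measurement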
# CHO-K1 Ca PAM = M1 PAM counterscreen hit in parental CHO-K1 cells. ATP EC20, Fluo-8 calcium fluorescence; 0% at ATP EC20, 100% at ATP max. activation, % at 3 µM. 0.02% of 360,000 active. AID 602247;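 active = activation above the run cutoff, the mean activation of all test compounds plus 3 SD, cut at about 40% in these data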;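 note: peak over basal fluorescence ratio in a 140 s read after ATP addition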
# M1 ag parental = nonselective activator or artifact in parental CHO-K1 cells; Fluo-8 calcium fluorescence; scaled to maximal ATP response, vehicle zero; activation, % at 3 µM; 0.48% of 360,000 active; AID 602248; in the data active = activation above about 15%;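 note: untransfected CHO-K1 host cells lacking M1 receptor as counterscreen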
# TAAR1 ag = human TAAR1 agonism | Q96RJ0 | 0.99% of 360,000 active | activation, % at 3 µM | CHO RD-HGA16 TAAR1, Fluo-8 calcium fluorescence; vehicle wells 0%, saturating PEA agonist 100%;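 active = activation above the mean activation of all test compounds in the run plus 3 SD, cut at about 38% in these data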
#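 Repeats: no replicates (n 1) | Material: CHO-derived RD-HGA16 cells with stable Gα16 and human TAAR1 | Technique: Kinetic Fluo-8 calcium fluorescence | Schedule: 17-24 h seeding, 75 min 37 °C dye, 30 min RT | Evaluation: % activation from peak over basal fluorescence ratio, DMSO-to-PEA scaled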
# OXTR potentiate = potentiators of human oxytocin receptor; P30559; CHO-OTR cells, Fluo-8 calcium fluorescence, potentiator mode; 0% = oxytocin EC15, 100% = EC100; activation, % at 3 µM; 0.061% of 320,000 active;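 active = activation above that plate's cutoff, the mean activation of tested compounds plus 3 SD, cut at about 6.6% in these data, passing the limit was not always enough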;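 note: 100% uses oxytocin at 75 nM as the full agonist control; some results filed as inactive read as strong as hits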
#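 Assay system: CHO-OTR cells, human receptor / Also added: oxytocin at about EC15, sub-maximal agonist stimulus / Dosing: single dose, 3.0 µM nominal final compound concentration / Incubation: 6 min pre-incubation, 100 s read / Technique: Fluo-8 calcium dye fluorescence / Read-out: % activation vs EC15 and EC100 oxytocin / Benchmarks: EC15 oxytocin low, 75 nM oxytocin high / Replicates: singlicate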
# CHO parental Ca = counter-screen for OX1R antagonists: effect in parental CHO cells; inhibition, % at 5.6 µM; parental CHO-K1, ATP-induced calcium, Fluo-8 fluorescence; 0.63% of 330,000 active; AID 463079;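 active = inhibition above that plate's mean sample inhibition plus 3 SD, cut at about 26% in these data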;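 note: 0% = ATP-challenged DMSO wells and 100% = DMSO wells without ATP; some compounds past the cut are filed as inactive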
#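 test system = CHO parental line | reagent = ATP stimulus | measured by = intracellular calcium via Fluo-8 no-wash fluorescent dye | control set = ATP and no-ATP DMSO wells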
# CHO-K1 Ca antag = counter-screen for M1 antagonists: effect in parental CHO-K1 cells | 0.6% of 360,000 active | inhibition, % at 3 µM | AID 602250 | ATP-induced calcium, Fluo-8 fluorescence;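 active = inhibition above a per-plate cutoff, the plate's mean sample inhibition plus 3 SD, cut at about 24% in these data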;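 note: 0% = DMSO plus EC80 ATP and 100% = DMSO alone without ATP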
# Active calls of the source: *; nt = not tested or not shown.
# Order of values: M1 ag parental	CHO-K1 Ca PAM	V1aR counter	TAAR1 antag	M1 ag	CHO parental Ca	CHO-K1 Ca antag	OXTR potentiate	TAAR1 ag
COc1ccc2ccccc2c1CN1CCN(C)CC1
  0.4	4	0.7	16	-6	4	-9	0	12
O=c1[nH]c(C(F)(F)F)nc2ccccc12
  0.1	2	0.1	-3	0	-2	-13	-13	2
O=C(NC(=S)NCCc1ccccc1)c1ccco1
  0.5	7	-0.9	-3	-4	0	-2	-4	6
COC(=O)c1ccc(/C=C2\SC(=S)N(CCCC(=O)N3CCOCC3)C2=O)cc1
  1.8	6	nt	-18	1	nt	-11	nt	0
Nc1ncnc2c1ncn2[C@@H]1O[C@H](CNS(=O)(=O)c2cc(S(=O)(=O)c3ccccc3)cs2)[C@@H](O)[C@H]1O
  1.0	20	nt	7	-2	-10	-17	nt	1
Cc1cc(C)n(CC(O)Cn2c3ccc(Cl)cc3c3cc(Cl)ccc32)c(=O)n1 (configuration not stated)
  -0.4	6	6.3	6	2	-22	-11	-7	15
O=C(c1ccccc1F)N1CCN=C1SCc1cccnc1
  0.3	5	-0.5	-2	-5	1	3	1	0
O=C(COc1ccc(S(=O)(=O)Nc2ccccc2)cc1)N1CCOCC1
  0.8	24	0.9	1	0	4	-13	-17	9
CCOC(=O)C1C(=O)C=C(C)C(C(=O)OCC)C1c1ccc(OC)cc1 (configuration not stated)
  0.8	22	-1.2	-5	-4	-9	-49	-4	18
CCOC(=O)C1=C(C)NC(=O)NC1c1ccc(OCC(N)=O)cc1 (configuration not stated)
  0.1	12	-0.2	-14	-2	-4	-11	-2	3
O=C(Nc1ccnn1C1CCN(Cc2ccc(C#CCCO)cc2)CC1)c1cccc(F)c1
  0.9	-15	0.8	-5	-3	-8	6	-2	3
CCOc1ncccc1C(=O)NNC(=O)c1cccc(S(=O)(=O)Nc2ccccc2OC)c1
  3.5	-2	1.9	-23	-1	-16	-1	-1	6
COc1ccc(N2CC(C(=O)O)CC2=O)cc1 (configuration not stated)
  0.0	9	-0.2	-13	0	0	-17	-3	1
CC(C)NC(=O)Nc1ccc2c(c1)C(=O)N([C@H](C)CO)C[C@H](C)[C@@H](CN(C)Cc1ccc3c(c1)OCO3)OCCCC[C@@H](C)O2
  0.9	27	nt	-5	-8	nt	-13	nt	3
COc1ccc(NC(=O)CN(C)C(=O)c2oc3ccccc3c2C)cc1
  0.5	-5	0.3	5	-6	-10	-13	-5	5
Cc1ccc(-c2ncccc2OC(=O)C23CC4CC(CC(C4)C2)C3)cc1
  -0.1	-9	-0.9	15	1	-21	23	-6	20
COc1ccc(-n2ncc3c(=O)n(CC(=O)N(C(C)C)C(C)C)cnc32)cc1
  0.5	7	0.7	-13	-4	-8	-5	0	3
CC1CC(C)CN(CC(=O)c2c[nH]c3ccccc23)C1 (configuration not stated)
  2.0	8	2.8	-12	-4	-5	-11	-5	21
CCCCN(C)Cc1c(O)ccc2c(=O)c(-c3ccccc3OC)coc12
  0.2	8	-0.2	3	-5	-24	-3	-7	-1
CSc1cccc(NC(C)=O)c1
  0.6	20	1.0	-19	-3	-1	-8	0	5
Cc1[nH]c2ccccc2c1C(=O)COC(=O)c1c(-c2ccccc2)noc1C
  3.4	6	3.2	44	-5	9	0	-17	5
COc1ccc2c(Cl)c(C(=O)N/N=C/c3cccnc3)sc2c1
  3.0	6	1.2	-2	-8	-1	-6	-18	6
CCN(c1ccc(NC(=O)CN2C(=O)NC3(CCOc4ccccc43)C2=O)cc1)C(C)C (configuration not stated)
  0.3	-1	0.1	2	-4	-15	5	-6	0
COc1cccc(NC(=O)c2ccc3c(c2)N(CC(=O)N2CCOCC2)C(=O)C(C)(C)O3)c1
  2.3	14	0.2	19	-6	2	-21	-4	-3
CC(C)(C)NC(=O)c1nc2nc(-c3ccccc3)cc(C(F)(F)F)n2n1
  0.6	19	-1.5	-7	-9	-6	-5	-6	0
Cc1ccc(C)c(CC(=O)N2CCCCC2c2cc(C(=O)Nc3ccc(F)c(Cl)c3)no2)c1 (configuration not stated)
  0.6	8	nt	-4	-1	nt	-6	nt	30
O=C(O)c1ccc(S(=O)(=O)c2ccc([N+](=O)[O-])cc2[N+](=O)[O-])cc1
  0.0	10	-0.1	-3	0	1	17	-15	2
CC1CN(c2nc(-c3ccccc3)nc3ccccc23)CC(C)O1 (configuration not stated)
  0.1	20	-1.6	6	-1	-41	-24	6	26
CCCCn1nnc(NC(=S)NC(=O)c2ccc(-c3cccc(Cl)c3Cl)o2)n1
  -0.3	-5	0.1	nt	-4	-10	-8	-4	nt
COCc1cc(C)nc(SCC(=O)Nc2ccc3[nH]c(=O)[nH]c3c2)c1C#N
  -0.4	5	0.8	5	-1	-1	-1	-3	-2

# Part of the list above in order of formula weight, falling:
# Order of values: M1 ag parental	CHO-K1 Ca PAM	V1aR counter	TAAR1 antag	M1 ag	CHO parental Ca	CHO-K1 Ca antag	OXTR potentiate	TAAR1 ag
CCCCn1nnc(NC(=S)NC(=O)c2ccc(-c3cccc(Cl)c3Cl)o2)n1
  -0.3	-5	0.1	nt	-4	-10	-8	-4	nt
CCCCN(C)Cc1c(O)ccc2c(=O)c(-c3ccccc3OC)coc12
  0.2	8	-0.2	3	-5	-24	-3	-7	-1
CCOC(=O)C1=C(C)NC(=O)NC1c1ccc(OCC(N)=O)cc1 (configuration not stated)
  0.1	12	-0.2	-14	-2	-4	-11	-2	3

# The list continues:
# Order of values: M1 ag parental	CHO-K1 Ca PAM	V1aR counter	TAAR1 antag	M1 ag	CHO parental Ca	CHO-K1 Ca antag	OXTR potentiate	TAAR1 ag
CCOC(=O)C1CCN(c2cc3c(cc2NC(=O)c2ccccc2Br)n(C)c(=O)n3C)CC1
  1.6	-21	-0.5	27	-1	-10	-3	-11	6
Cc1ccc(-n2ncc3c(NNC(=O)Cc4ccccc4)ncnc32)cc1
  0.6	9	-0.1	4	-5	-17	1	-4	7
CC(=O)Nc1ccc(SC(C)C(=O)NC(N)=O)cc1 (configuration not stated)
  0.3	10	-1.1	3	-2	4	3	-7	4
COC(=O)/C=C/C(=O)Nc1ccc(O)c(Cl)c1
  0.3	5	1.6	-13	-8	-1	-4	-11	1
Cc1ccc(Cn2nnc3c(=O)n(CC(=O)NCc4ccco4)cnc32)cc1
  -0.2	1	-1.1	-27	-4	-5	4	-6	6
O=C(NCC1CCC(C(=O)O)CC1)c1cccnc1 (configuration not stated)
  0.5	15	-0.1	-8	-2	1	-17	-6	5
O=c1nc(SCc2c(F)cccc2Cl)nc(-c2ccc(Cl)cc2)[nH]1
  0.9	23	-0.7	-19	-3	-22	-15	-2	-1
CN1OC[C@@H]2CN(S(=O)(=O)c3ccccc3)[C@H](c3ccc(N4CCCCC4)cc3)C[C@@H]21
  0.0	11	nt	-15	-10	nt	6	nt	2
CN(C)S(=O)(=O)c1ccc2[nH]cc(/C=C/c3nc4ccccc4c(=O)n3-c3ccccc3)c2c1
  2.6	1	-0.2	35	1	-4	9	-3	11
O=C(O)CSC(C(=O)Nc1ccc(Br)cc1)c1ccc(Cl)cc1 (configuration not stated)
  0.1	9	-0.2	1	-8	-2	3	-8	7
Cc1cc(C)c2c(=O)c(/C=C3\NC(=S)NC3=O)coc2c1
  nt	nt	-1.2	-17	nt	-2	nt	-7	0
Cc1ccc2nc(Nc3ccc(C)c(C)c3)c3nncn3c2c1
  0.8	-6	0.5	-22	-1	-7	-1	-14	0
Nc1cc2ccccc2oc1=O
  -0.1	9	2.2	1	0	4	3	-12	-1
COc1ccc(NC(=O)CN(C)C(=O)CC2CCCC2)cc1
  0.4	0	0.0	-25	-1	-14	4	6	4
Cc1c(N2C(=O)/C(=C\c3cccc4ccccc34)SC2=S)c(=O)n(-c2ccccc2)n1C
  0.0	-4	-0.2	4	-7	-21	4	-3	10
C[C@H](CO)N1C[C@H](C)[C@@H](CN(C)C(=O)C2CC2)OCc2cnnn2CCCC1=O
  0.2	-7	nt	-16	-3	nt	-6	nt	1
C=CCn1c(SCc2csc(C)n2)nc2sc3c(c2c1=O)CCC(C)C3 (configuration not stated)
  0.5	20	-0.6	-6	3	-21	-7	-13	9
CCOC(=O)c1nnn(-c2nonc2N)c1-c1cccc2ccccc12
  1.3	21	-0.6	9	-4	-14	-10	-2	9
CCc1ccc(OCc2nnc(SCC(=O)Nc3cccc(C(=O)N4CCOCC4)c3)o2)cc1
  3.2	12	3.2	12	-4	-25	-4	-7	7
CCN(C[C@H]1N[C@@](CC)(C(=O)OC)[C@H]2C(=O)N(Cc3ccccc3)C(=O)[C@@H]12)C(=O)Nc1ccc(Cl)cc1
  0.6	13	-0.8	-16	-6	-30	-25	-5	1
CCn1c(SCC(=O)N2CCCc3ccccc32)nnc1-c1cccs1
  1.3	0	-1.1	4	-7	-12	-14	-4	7
O=S(=O)(N/N=C\c1cccc(F)c1)c1ccccc1
  2.4	10	0.6	-10	-1	-5	-4	5	1
CC1(c2nnnn2Cc2ccccc2)CCC(=O)N1CC(F)(F)F (configuration not stated)
  0.2	-4	nt	-9	nt	nt	-18	nt	1
Cc1ccc2oc(/N=C(\N)NC(=O)C(C)(C)C)nc2c1
  1.1	11	-1.1	-16	-2	-16	-8	0	0
Cc1cccc2cc(CN(Cc3ccc(F)cc3)C(=O)C(F)(F)F)c3nnnn3c12
  0.7	12	0.3	-11	-3	-9	-13	0	8
Cc1nn(C)cc1C(C)Nc1nc2nonc2nc1N1CCCCC1 (configuration not stated)
  0.0	10	-0.4	-13	-6	1	-13	-4	6
CCCN(CCC)c1ccc(/C=C/c2ccc3cc(OCC)ccc3n2)cc1
  0.4	-7	-0.5	-13	-3	-15	-5	-13	2
O=C(COc1ccc(Br)cc1)NN1C(=O)c2ccccc2C1=O
  0.1	14	0.2	-7	-3	-15	-7	-8	1
Cc1cc(C)cc(C(=O)NC(CC(N)=O)c2ccc(N3CCN(c4ccccn4)CC3)c([N+](=O)[O-])c2)c1 (configuration not stated)
  0.2	-5	-0.5	9	-2	-23	-9	-12	0
CCn1cnc2c1c(=O)n(CC(=O)NCc1ccccc1)c(=O)n2Cc1ccccc1
  0.2	2	-1.2	3	-2	-30	-6	-14	6
N#Cc1ccccc1OCC(=O)Nc1nnc(C2CC2)s1
  -0.5	18	0.0	-37	-8	-20	-12	1	3
O=C1OCC2=C1C(c1ccc(F)cc1)Sc1ccccc1N2 (configuration not stated)
  4.0	8	2.5	14	-4	10	-16	-12	2
CN(Cc1ccc(Cl)c(Cl)c1)C(c1cc2ccccc2o1)c1nnnn1C(C)(C)C (configuration not stated)
  0.2	23	nt	-33	nt	nt	-19	nt	1

# Screening results as filed in PubChem BioAssay.
